esBAF inh: blocks esBAF chromatin remodeling in mouse ES cells; 350,000 tested, 2% active; reporter increase, % at 12.5 µM; Bmi1-luciferase knock-in reporter, 24 h; 100% = twice the neutral-well signal; AID 602393; in the data active means activation above about 40%; inconclusive means no clear call, values can overlap the other calls;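 further: 0% = median of the plate's neutral control wells and 100% = double that signal; a rise in the Bmi1 reporter signal indicates esBAF inhibition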
RAD54 branch: blocks human RAD54 Holliday junction branch migration; AID 602329; 360,000 tested, 0.14% active; FAM/BHQ fluorescence; inhibition, % at 10.4 µM;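 active means mean normalized replicate activity at least 40 and at least half of replicates scoring 40 or more; inconclusive means only one of the two criteria met; inactive means mean below 40 and under half of replicates reaching 40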;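 further: 0% = median of neutral control wells and 100% = median of positive control wells; inhibitors cause a drop in the FAM fluorescence signal; in these data hits start at about 50%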
Target sequence (Q92698 whole entry, looked up): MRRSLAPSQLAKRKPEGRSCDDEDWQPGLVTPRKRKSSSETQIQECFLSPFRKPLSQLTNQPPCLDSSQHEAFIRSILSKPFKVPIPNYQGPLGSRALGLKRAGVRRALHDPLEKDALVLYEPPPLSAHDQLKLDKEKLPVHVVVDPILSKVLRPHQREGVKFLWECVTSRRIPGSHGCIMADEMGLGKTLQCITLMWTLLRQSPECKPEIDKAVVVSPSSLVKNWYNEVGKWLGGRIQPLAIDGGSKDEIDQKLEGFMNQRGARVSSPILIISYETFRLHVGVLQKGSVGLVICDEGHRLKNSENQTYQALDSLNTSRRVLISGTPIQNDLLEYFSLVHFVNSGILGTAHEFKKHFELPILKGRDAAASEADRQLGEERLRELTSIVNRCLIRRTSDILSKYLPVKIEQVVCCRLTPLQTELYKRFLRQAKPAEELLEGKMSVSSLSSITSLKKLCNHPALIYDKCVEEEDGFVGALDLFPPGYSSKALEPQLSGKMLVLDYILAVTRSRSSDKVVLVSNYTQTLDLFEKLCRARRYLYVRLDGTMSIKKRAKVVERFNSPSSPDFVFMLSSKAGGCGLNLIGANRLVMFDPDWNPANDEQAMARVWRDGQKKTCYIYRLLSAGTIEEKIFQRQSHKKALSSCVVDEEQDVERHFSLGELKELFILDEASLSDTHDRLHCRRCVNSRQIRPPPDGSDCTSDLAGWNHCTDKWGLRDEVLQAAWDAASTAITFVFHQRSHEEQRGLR
RAD52 anneal inh: inhibitors of human RAD52 DNA annealing; AID 651710; recombinant RAD52 DNA annealing, FRET fluorescence; inhibition, % at 18.7 µM; P43351; 360,000 tested, 0.46% active;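 active means every replicate showing at least 50% inhibition; inconclusive means mean inhibition at least 50% but not in every replicate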
E-sel inducer: E-selectin induction on HUVECs; P16581; HUVEC E-selectin immunofluorescence imaging; normalized: neutral wells 0, TNF-alpha wells 100; activation, % at 7.58 µM; 260,000 tested, 0.37% active;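 active means mean E-selectin-positive cell signal at least 10% of the positive control, reached in at least 60% of replicates, without over 20% cell loss; inconclusive means no rule given, readout overlaps actives, possibly toxicity-flagged; inactive means the rest, including those meeting only one limit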;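 further: in these data hits start at about 27%; measured in HUVEC primary endothelial cells; signal is the percent of cells scored E-selectin positive by PE staining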
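System: HUVEC, human umbilical vein endothelial cells; quantity: 3,000 cells/well; buffer or medium: EGM-2 medium, gelatin-coated wells; dosing: single-point compound dose; detection: immunofluorescence imaging; evaluation: % PE-positive cells; benchmarks: TNF-alpha, DMSO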
Xi reactivation: reactivates the inactive X chromosome in mouse fibroblasts | XiGFP mouse fibroblasts, % GFP-positive cells imaging, 3 d; cells co-treated with 5-aza-dC sensitizer; scaled so ellipticine positive control = 100% | activation, % at 7.58 µM | 360,000 tested, 0.055% active | AID 743238;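 active means mean normalized replicate activation at least 10% and every replicate at or above 10%; inconclusive means only one of the two criteria met; inactive means mean below 10% and not all replicates reach 10%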;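 further: 0% = median of on-plate neutral control wells and 100% = ellipticine 6 µM median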
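System: 68-5-11 XiGFP fibroblast line; Timing: 3 days compound exposure; Compound dosing: one concentration, pinned; Benchmarks: positive control ellipticine, 6 µM final; Buffer or medium: DMEM containing 5-aza-dC.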
EWS-Fli inh: blocks EWS/Fli oncoprotein-driven transcription. inhibition, % at 12.6 µM. A673 NR0B1-luciferase reporter, viability-normalised. 350,000 tested, 0.67% active;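 active means mean inhibition of at least 50% after viability correction, with every replicate also passing that limit; inconclusive means mean reaches 50% but only one of two replicates passes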;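 further: firefly luciferase signal divided by Alamar Blue viability fluorescence both relative to DMSO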
FN deposit inh: fibronectin deposition inhibition. AH1F fibroblasts, Alexa488-fibronectin deposition fluorescence, overnight. inhibition, % at 12.6 µM. 350,000 tested, 0.086% active. AID 743247;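 active means mean inhibition across replicates of 30% or more, regardless of how many single replicates reach that level; inconclusive means mean under 30% yet at least half of replicates reach 30%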;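 further: positive control wells lacked labelled fibronectin entirely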
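Assay system: AH1F fibroblast monolayer, labelled fibronectin deposition. Amount: 10000 cells per well. Also added: labelled fibronectin 24 nM. Compound: single-point pinned compound. Incubation: cell attachment 1 h, compound and FN exposure overnight. Detection: fluorescence after three HBSS washes, excitation 485 nm, emission 525 nm. Read-out: inhibition of fibronectin deposition signal.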
S100A4 inh HTS: blocks human S100A4 binding to myosin IIA peptide. P26447. S100A4/TAMRA-MyoIIA peptide fluorescence polarization. inhibition, % at 10.7 µM. 360,000 tested, 0.14% active;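 active means mean inhibition of at least 70% across replicates, with every replicate also reaching that level; inconclusive means mean inhibition reaches 70% but some replicates fall short; inactive means mean inhibition below 70%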
Target sequence (P26447 whole entry, looked up): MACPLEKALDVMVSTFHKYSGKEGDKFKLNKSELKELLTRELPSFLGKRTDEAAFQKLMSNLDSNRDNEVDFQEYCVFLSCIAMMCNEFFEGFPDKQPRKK
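Test system: S100A4 monomer protein. Medium: HEPES buffer with Ca2+, pH 7.2. Reagent: fluorescent myosin IIA peptide, 5 nM. Compound dosing: single-point compound testing. Timing: 5 min between mix addition and reading. Benchmarks: DMSO neutral and TFP positive wells.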
* hit, by the source's call; i = inactive; u = inconclusive; x = no result given. Rows are unselected; overall some 3% were active at least once.

SMILES	esBAF inh	RAD54 branch	RAD52 anneal inh	E-sel inducer	Xi reactivation	EWS-Fli inh	FN deposit inh	S100A4 inh HTS
Cc1ccc(S(=O)(=O)Nc2ccc3c(c2)C(=O)N([C@@H](C)CO)C[C@H](C)[C@@H](CN(C)C(=O)c2ccncc2)OCCCC[C@H](C)O3)cc1	-1	5	x	x	0.0	-3	-14	x
C/C=C/c1ccc([C@H]2[C@H](CO)N3C(=O)CN(Cc4ccc(C(=O)OC)cc4)C[C@@H]23)cc1	x	x	-13	0.0	0.0	1	x	-11
Cc1cc(C(=O)Nc2cccc3c2O[C@@H](CN(C)Cc2ccccc2)[C@@H](C)CN([C@H](C)CO)C3=O)n(C)n1	2	-3	2	-0.3	-0.1	1	x	16
COc1ccc(-c2nc(Cn3c(SCc4cccc(F)c4)nc4ccncc43)c(C)o2)cc1OC	17	11	-19	x	0.0	3	2	-2
CN(C)CCCNc1oc(-c2ccc(Cl)cc2)nc1S(=O)(=O)c1ccccc1	10	-11	26	0.3	-0.1	-5	11	-1
O=C(Nc1ccc(Cl)cc1)Nc1nc(-c2ccccc2O)cs1	-3	-5	5	-1.2	-0.1	17	-31	-1
COc1cc(OC)cc(-c2c(C#Cc3ccsc3)c3cc(-c4ccc(OC)nc4)ccc3n2C)c1	-6	0	-6	0.6	0.0	-7	-7	0
O=C(Nc1ccccc1C(F)(F)F)c1cc(-c2ccco2)on1	21	-1	-8	x	0.1	-6	4	17
CCN1CCN(S(=O)(=O)c2ccc(Cl)c(C(=O)NC3CCCCC3)c2)CC1	6	-2	-3	x	0.1	-3	-1	-6
O=C1c2ccccc2NC(c2cccc(O)c2)N1O (configuration not stated)	14	-6	6	-0.1	0.2	-2	1	1
C[C@@H]1CN([C@H](C)CO)S(=O)(=O)c2ccc(C3=CCCCC3)cc2O[C@H]1CN(C)C(=O)c1ccc(F)cc1	2	-8	17	-0.4	-0.3	12	x	4
C[C@H]1CCCCO[C@@H](CN(C)C(=O)Nc2cccc3ccccc23)[C@@H](C)CN([C@@H](C)CO)C(=O)c2cc(NC(=O)Cc3ccccc3)ccc2O1	14	-5	-1	-0.1	-0.3	7	x	7
CC(C)CCN1CCC(CN2C(=S)NC[C@@H]2Cc2ccccc2)CC1	2	4	-4	1.2	0.0	2	6	-18
COc1ccc(NC(=O)N(C)C[C@@H]2Oc3c(NC(=O)CCCCCC(=O)Nc4ccccc4N)cccc3C(=O)N([C@H](C)CO)C[C@H]2C)cc1	x	x	2	-0.2	0.2	8	8	3
O=C(Nc1cccc(Cl)c1)N[C@H]1CC[C@@H](CCNC(=O)C2CCC2)O[C@@H]1CO	5	-9	10	-0.3	-0.1	2	x	6
CCOc1ccc(NS(=O)(=O)c2ccc(Cl)c(N=Nc3c(O)[nH]c(=S)[nH]c3=O)c2)cc1Br	4	-4	-12	0.0	0.1	0	-6	0
CCCCN=C1NN=C(c2cc3ccccc3o2)CS1	x	x	-36	-0.5	0.0	-47	-9	-5
CC(OC(=O)CNC(=O)c1ccc(Br)cc1)C(=O)NC1CCCCC1C (configuration not stated)	-16	-8	-21	-0.7	0.4	0	3	0
CCCC#Cc1ccc2c(c1)O[C@@H](CN(C)Cc1ccncc1)[C@H](C)CN([C@H](C)CO)S2(=O)=O	-3	6	-16	0.3	0.3	30	x	9
Cc1ccc(-c2ccc([C@H]3[C@@H](CO)N4C(=O)CN(C(=O)c5ccc(F)cc5)C[C@@H]34)cc2)cc1	x	x	8	-0.2	0.3	-2	x	0
Cc1ccc(S(=O)(=O)N[C@@H]2C=C[C@H](CC(=O)NCc3ccccc3F)O[C@H]2CO)cc1	4	0	-8	-1.2	-0.4	-3	x	1
C[C@H]1CN([C@@H](C)CO)C(=O)c2c(c3ccccc3n2C)-c2ccccc2CO[C@@H]1CN(C)S(=O)(=O)c1ccc(Cl)cc1	2	-12	16	0.2	0.3	15	-2	-35
O=C(Nc1nnc(C2=COCCO2)o1)c1ccc(Br)cc1	0	-4	-20	2.0	0.1	11	-9	2
O=C(COC(=O)/C=C/c1cccc([N+](=O)[O-])c1)Nc1cccnc1Cl	x	x	-17	124*	0.3	-2	3	2
N#Cc1c(N2CCCC2)nsc1-c1ccccc1	u	-8	-16	x	x	x	x	-4
CCN(CC)CCNC(=O)CCc1c(C)nc2c(c(C)nn2-c2ccc(C)cc2)c1C	-7	19	24	0.1	0.2	19	-2	-1
C=CCN1C(=O)[C@]2(O[C@H](CCn3cc(CCO)nn3)[C@@H]([Si](C)(C)c3ccc(OC)cc3)[C@@H]2C)c2cc(N3C(=O)c4cccc5cccc3c45)ccc21	x	-4	-5	x	x	36	x	1
C[C@@H]1CN([C@H](C)CO)C(=O)Cc2cc(NC(=O)Nc3ccccc3)ccc2O[C@H]1CN(C)Cc1ccc(Cl)c(Cl)c1	2	-5	6	0.4	-1.0	10	x	-15
CCCC(=O)Nc1ccc2c(c1)OC[C@H](C)N(CCC(F)(F)F)C[C@@H](C)[C@H](OC)CN(C)C2=O	1	0	8	0.2	0.1	-11	-2	-11
CCn1c(O)c(/C=C2\C=NN=C2c2ccc(C)cc2)sc1=S	x	x	-14	-2.7	-0.1	-5	5	-3
CCOC(=O)C1=NNC(=O)C1	-10	-8	-11	0.4	0.0	2	-5	-4
COCC(=O)N1CC[C@@H]2[C@H]1c1cc(-c3cccc(C#N)c3)ccc1N[C@@H]2CO	-1	4	-7	0.0	0.7	-12	0	25
O=C(CN1CCCCCC1)N/N=C/c1ccc(Cl)c(Cl)c1	x	5	x	0.3	0.0	x	-6	x
CCCn1nnnc1NCc1ccccc1F	-7	4	-6	0.0	0.2	-7	3	-4
O=C(Cn1c2ccccc2c2nc3n(c(=O)c21)CCS3)Nc1ccccc1	-3	7	-13	x	0.0	-13	-1	-10
O=C(C[C@@H]1C[C@H]2c3cc(NC(=O)Nc4ccccc4)ccc3O[C@H]2[C@H](CO)O1)NCCN1CCCCC1	1	-13	16	-0.1	0.0	1	x	-6
COc1ccc(N(C(C)C(=O)N/N=C/c2cc(Br)c(C)o2)S(C)(=O)=O)cc1 (configuration not stated)	x	x	-20	x	0.2	0	x	3
O=C(Nc1cc(S(=O)(=O)N2CCOCC2)ccc1N1CCOCC1)c1cc2c(s1)CCC2	x	x	-7	3.5	0.0	16	-4	-4
CS(=O)(=O)N1CCC(Oc2ccccc2C(=O)NC(C2CC2)C2CC2)CC1	x	x	-9	x	0.1	-23	x	-9
O=C(Cc1ccc(NC(=O)C2CCN(C(=O)C3CCCCC3)CC2)cc1)Nc1cccc(C(=O)N2CCCCC2)c1	2	4	-42	0.7	0.1	2	0	-1
COc1ccc(OC)cc1	0	7	-5	x	x	6	x	-1
CC(=O)N1[C@@H]2c3ccc(C4=CCCC4)c(=O)n3C[C@@H]2[C@@H](CO)[C@@H]1C(=O)NCC1CC1	1	4	-17	-1.5	0.6	0	x	0
O=C(C[C@H]1C[C@H]2c3cc(NS(=O)(=O)c4ccccc4)ccc3O[C@H]2[C@@H](CO)O1)NC1CCCC1	12	0	5	-0.4	0.1	-7	5	4
CCN1[C@@H]2c3ccc(-c4ccc(F)cc4)c(=O)n3C[C@@H]2[C@@H](CO)[C@@H]1C(=O)N(C)C	6	-7	-2	0.0	0.1	-4	x	9
O=C(COC(=O)c1ccc(Br)o1)Nc1ccc(F)cc1[N+](=O)[O-]	-1	-4	-6	x	0.0	7	7	-5
CC(C)c1cc(C(C)C)c(S(=O)(=O)NC(c2ccccn2)C23CC2C3)c(C(C)C)c1 (configuration not stated)	x	x	-68	-7.0	0.1	-7	-15	-1
Cc1ccccc1N=C(c1ccccc1)C1C(=O)c2ccccc2C1=O	x	x	0	0.0	0.0	18	1	2
CCN(c1ccccc1)S(=O)(=O)c1ccc(Cl)c(NC(=O)COC(=O)c2cccc(OC)c2O)c1	x	x	-15	x	-0.1	-4	4	-4
C[C@H]1CN([C@@H](C)CO)C(=O)Cc2cc(NC(=O)C3CC3)ccc2O[C@@H]1CN(C)Cc1ccc(Oc2ccccc2)cc1	0	1	18	-3.5	0.0	-2	x	-11
O=C(O)c1ccc(C(=O)c2cc([N+](=O)[O-])cc([N+](=O)[O-])c2)cc1	-6	2	-11	-0.9	0.1	5	5	-2
Cc1nc(NS(=O)(=O)c2ccccc2)sc1C(=O)NNS(=O)(=O)c1ccccc1	-7	-2	-5	x	0.3	-2	8	1
O=[N+]([O-])c1ccc(S(=O)(=O)Nc2nnc(C3CCCCC3)s2)cc1	-2	3	-8	-0.1	0.0	4	3	-4
N/C(=N\OC(=O)c1cccc(Cl)c1)c1ccncc1	x	x	-2	x	0.0	-29	6	-9
COc1ccc(Cl)cc1NC(=O)NC(C)C(C)(C)C (configuration not stated)	x	x	-1	2.2	0.1	-4	3	-1
O=S(=O)(c1ccccc1)N1CC2(C1)[C@H](c1ccccc1)[C@H](CO)N2CC1CCOCC1	x	x	-34	-0.1	0.2	3	-2	11
O=C(COC(=O)CC1CC2CCC1C2)Nc1cc([N+](=O)[O-])ccc1F (configuration not stated)	-11	-6	-2	-0.5	0.0	3	-3	-2
Nc1nc2c(ncn2[C@@H]2O[C@H](CNS(=O)(=O)N3CCCC3)[C@@H](O)[C@H]2O)c(=O)[nH]1	-3	-5	-16	x	0.0	3	5	-2
CCOc1ccc(S(=O)(=O)NN2Cc3ccccc3C2=N)cc1	x	x	-8	x	0.0	-4	x	-6
Cc1c(Cl)cccc1NC(=O)NNC(=O)CCc1ccccc1	-5	-5	-4	-1.2	-0.1	x	x	-6
COc1ccc(S(=O)(=O)/C(C#N)=C/Nc2cccc(F)c2)cc1	-2	4	-5	-0.1	0.2	8	5	-3
Later entries
SMILES	esBAF inh	RAD54 branch	RAD52 anneal inh	E-sel inducer	Xi reactivation	EWS-Fli inh	FN deposit inh	S100A4 inh HTS
Cc1ccc(S(=O)(=O)Nc2ccc(S(=O)(=O)Nc3cc(C)nc(C)n3)cc2)cc1	-5	-32	-15	0.4	0.0	0	2	-5
O=C(CSc1nc2scc(-c3cccs3)c2c(=O)n1CCc1ccccc1)N1CCCC1	-2	0	-20	-0.2	0.1	-4	9	-1
CSc1ccccc1NC(=O)C(=O)c1c[nH]c2ccccc12	x	x	-12	7.8	-0.2	-74	-3	1
CCCC#Cc1cnc2c(c1)C(=O)N([C@@H](C)CO)C[C@H](C)[C@@H](CN(C)C(=O)NC1CCCC1)O2	6	-1	-6	0.1	0.5	0	-5	15
CN(N=Cc1ccc([N+](=O)[O-])cc1)c1ccccn1	29	-31	i	-0.2	0.1	-70	22	84*
